LYP phosphatase: LYP phosphatase inhibitors, primary screen, biochemical, DiFMUP fluorescence, recombinant catalytic domain, 10 µM (AID 606); recombinant LYP catalytic domain, DiFMUP fluorescence; higher % means a stronger effect; one-dose inhibition, % at 10 µM; IC50 in µM for titrated hits; Tyrosine-protein phosphatase non-receptor type 22 (Homo sapiens); 52,000 tested, under 10 active;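 active = IC50 under 40 µM in the dose-response test; inactive = IC50 of 40 µM or more, or never dose-tested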
MK inhibit: S. pneumoniae MK inhibitors, primary screen, biochemical, PK/LDH-coupled NADH absorbance; inhibition, % at 10 µM; AID 555, 2006; mevalonate kinase [Streptococcus pneumoniae D39]; actives 0.48% (n = 65,000); purified MK, PK/LDH-coupled NADH absorbance 340 nm;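 active = ranked among the strongest by inhibition in the single 10 µM screen, a fixed top-ranked set picked for dose follow-up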; also: no value below 0 was filed
TNAP inhibition: human TNAP enzyme inhibitors, biochemical, luminescent (AID 518); purified TNAP enzyme, luminescent substrate readout; higher % means a stronger effect; actives 0.09% (n = 64,000); Alkaline phosphatase, tissue-nonspecific isozyme (Homo sapiens); one-dose inhibition, % at 20 µM; IC50 in µM for titrated hits; in the data active = a potency from the dose series; inactive = the rest, 99 in 100 with inhibition below about 22%;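 also: plate controls were vehicle for no effect and reference inhibitor for full effect; many of its hits are not listed in these tables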
HPDE-C7 viability: cytotoxicity in HPDE-C7 cells, cell-based, fluorescence, HTS (AID 430). HPDE-C7 pancreatic duct cells viability, fluorescence; higher % means a stronger effect. one-dose cytotoxicity, % at 10 µM; EC50 in µM for titrated hits. actives 1.8% (n = 63,000);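 also: cells exposed to compound for 48 hours before viability readout; 0% = vehicle and 100% = reference cytotoxic drug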
PMK inhibit: S. pneumoniae PMK inhibitors, primary screen, biochemical, mevalonate pathway, pilot trial included; phosphomevalonate kinase (Streptococcus pneumoniae D39); purified PMK, PK/LDH-coupled NADH absorbance 340 nm; inhibition, % at 10 µM; actives 0.49% (n = 65,000); AID 539, 2006;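 active = top-ranked compounds by inhibition in the single 10 µM screen, taking a fixed number of the strongest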;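 also: 0% = full reaction with DMSO carrier and 100% = background rate without enzyme reaction; no value below 0 was filed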
Bfl-1 displacement: Bfl-1 inhibitors, primary screen, biochemical, fluorescence polarization, FITC-Bid, mouse (AID 432) | FITC-Bid BH3 peptide fluorescence polarization displacement; higher % means a stronger effect | actives 0.02% (n = 64,000) | displacement, % at 20 µM, or IC50 in µM where a hit was titrated; in the data active = a potency from the dose series; inactive = the rest, 99 in 100 with displacement below about 15%; also: strong numbers were not always called active
HPDE-C7K KRASV12: cytotoxicity in KRAS-transformed pancreatic duct cells, primary screen, cell-based, fluorescence, HTS (AID 431). cytotoxicity, % at 10 µM; hits with a dose series show EC50 in µM. actives 1.7% (n = 63,000). HPDE-C7K KRASV12 cells, Alamar Blue viability, 48 h; higher % means a stronger effect;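 active = compounds whose percent cytotoxicity in the single-dose primary screen, scaled between solvent and toxic-drug controls, exceeds 50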;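 also: 0% = DMSO solvent wells and 100% = doxorubicin-treated wells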
HT1080 cytotoxicity: cytotoxicity in HT1080 fibrosarcoma cells, cell-based, fluorescence readout (AID 620) | HT1080 viability, fluorescence; higher % means a stronger effect | one-dose cytotoxicity, % at 10 µM; EC50 in µM for titrated hits | actives 0.42% (n = 87,000);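 also: cells exposed to compound overnight then 4 h with Alamar Blue; 0% = vehicle DMSO and 100% = killing control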
DPM-DC inhibit: S. pneumoniae DPM-DC inhibitors, primary screen, biochemical, PK/LDH-coupled NADH fluorescence | diphosphomevalonate decarboxylase (Streptococcus pneumoniae D39) | purified DPM-DC | calls only at 10 µM | actives 0.49% (n = 65,000) | AID 556, 2006;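 active = the 320 compounds with the highest percent inhibition in the single-dose primary screen, excluding strongly autofluorescent ones, cut at about 32% in these data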;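 also: kinetic rate of NADH fluorescence loss reporting ADP formed by the decarboxylase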
PMK inhibit pilot replicates: further read-out of PMK inhibit, marked with its call; inhibition, %; measured here: pilot screen replicates
MK inhibit pilot replicates: second read-out of MK inhibit, no call of its own (marks repeat the call); inhibition, %; measured here: pilot screen replicates
DPM-DC inhibit pilot screen %: further read-out of DPM-DC inhibit, marked with its call; inhibition, %; measured here: pilot screen trials
* marks the source's active call; other numbers are inactive results; i = inactive; nt = no result given; + = active, no number. Rule as the data show it, unless noted: active = cytotoxicity above about 50%; inactive = the rest.

SMILES	LYP phosphatase	MK inhibit	TNAP inhibition	HPDE-C7 viability	PMK inhibit	Bfl-1 displacement	HPDE-C7K KRASV12	HT1080 cytotoxicity	DPM-DC inhibit	others
Cc1cc(=O)oc2cc(Oc3ncccn3)ccc12	7%	0	8%	2%	10	-18%	-5%	12%	i	PMK inhibit pilot replicates=5.5;MK inhibit pilot replicates=1.0;DPM-DC inhibit pilot screen %=7.5
Cc1cccc(NC(=O)CN2CCN(CC(=O)Nc3cccc(C)c3)CC2)c1	8%	4	4%	-14%	7	0%	-12%	1%	i
O=S(=O)(c1ccc2c(c1)OCCO2)N1CCC(O)(c2ccc(Cl)cc2)CC1	12%	9	12%	22%	9	-9%	24%	5%	i
CCC(c1nnc(SCCNCCO)n1CCN1CCOCC1)N(C)C (configuration not stated)	-11%	31	3%	-6%	8	-8%	3%	-3%	i
Cc1cc(NC(=O)Cn2nc(C(F)(F)F)c3c2CCC3)n(-c2ccccc2)n1	3%	10	6%	-4%	15	0%	-3%	0%	i
Cc1ccn2cc(CCNC(=O)c3ccc(Br)o3)nc2c1	nt	8	9%	3%	9	3%	10%	1%	i
CCCCC(=O)Nc1ccc2c(c1)OCCO2	nt	1	2%	-9%	0	-7%	-11%	0%	i
C(=C\c1ccccc1)/CN1CCN(Cc2ccc3c(c2)OCCO3)CC1	-8%	6	8%	16%	0	4%	4%	2%	i	PMK inhibit pilot replicates=4.0;MK inhibit pilot replicates=1.5;DPM-DC inhibit pilot screen %=0.0
CC(=O)N1CCN(CC(=O)Nc2c(Cl)cccc2Cl)CC1	6%	24	6%	-8%	9	10%	-5%	5%	i
Cc1cc(=O)oc(C)c1C(=O)NCCCN1CCN(c2ccc(F)cc2)CC1	17%	16	7%	-4%	23	-7%	-13%	6%	i
CS(=O)(=O)N(CC(N)=O)c1ccc(F)c(Cl)c1	9%	14	10%	3%	12	-9%	19%	-3%	i
COCCn1nnnc1CN(CCc1ccc(OC)c(OC)c1)Cc1cc2ccc(C)cc2[nH]c1=O	-3%	7	4%	4%	13	-2%	-1%	-4%	i
COc1c(C)cccc1C(=O)Nc1cc(Cl)ccc1N1CCOCC1	2%	6	5%	3%	3	-1%	-4%	-4%	i
Cn1nnc(NC(=O)COc2ccc(C3CCCCC3)cc2)n1	0%	4	1%	-23%	0	-4%	-30%	0%	i
COC(=O)C(C(=O)OC)N1C(=O)CCC1=O	6%	5	6%	-23%	5	-3%	-26%	2%	i
COc1cc(C(=O)N2CCN(C(=O)Cc3ccccc3)CC2)cc(OC)c1OC	9%	8	12%	-3%	5	-2%	2%	-5%	i
NS(=O)(=O)c1ccc(CCNC2CC(=O)N(CCc3ccccc3)C2=O)cc1 (configuration not stated)	-2%	3	1%	-15%	11	3%	-8%	0%	i
CSc1nc2ccc(S(=O)(=O)Nc3c(C)n(C)n(-c4ccccc4)c3=O)cc2s1	-9%	5	11%	6%	10	2%	9%	-3%	i
Cc1cc(C)n2c(SCCC(C)C)nnc2n1	10%	7	8%	-13%	0	2%	-7%	2%	i
CCn1cc(C(=O)NCC2COc3ccccc3O2)c2cc(OC)c(OC)cc2c1=O (configuration not stated)	7%	0	15%	4%	22	7%	5%	10%	i	PMK inhibit pilot replicates=1.5;MK inhibit pilot replicates=1.5;DPM-DC inhibit pilot screen %=3.5
Cc1ccc(S(=O)(=O)C2(C(=O)O)CCCC2)cc1C	12%	10	1%	-1%	5	1%	-4%	-10%	i
CSc1nc2sc3c(c2c(=O)n1C1CCCCC1)CCN(C)C3	10%	0	6%	-6%	6	1%	-7%	27%	i
CCOc1ccc(C(=O)CSc2nnc(N)s2)cc1	1%	0	8%	2%	10	-7%	3%	-1%	i
CCOC(=O)c1[nH]c2cc(OC)c(OC)cc2c1NC(=O)c1ccc2c(c1)OCO2	nt	3	12%	-9%	14	-7%	5%	3%	i
Cc1cccc(C(=O)Nc2cc(=O)n(C)c(=O)n2C)c1	9%	2	7%	23%	10	2%	0%	3%	+

Overlap with the part before: five compounds, followed by the next part.
SMILES	LYP phosphatase	MK inhibit	TNAP inhibition	HPDE-C7 viability	PMK inhibit	Bfl-1 displacement	HPDE-C7K KRASV12	HT1080 cytotoxicity	DPM-DC inhibit	others
Cc1ccc(S(=O)(=O)C2(C(=O)O)CCCC2)cc1C	12%	10	1%	-1%	5	1%	-4%	-10%	i
CSc1nc2sc3c(c2c(=O)n1C1CCCCC1)CCN(C)C3	10%	0	6%	-6%	6	1%	-7%	27%	i
CCOc1ccc(C(=O)CSc2nnc(N)s2)cc1	1%	0	8%	2%	10	-7%	3%	-1%	i
CCOC(=O)c1[nH]c2cc(OC)c(OC)cc2c1NC(=O)c1ccc2c(c1)OCO2	nt	3	12%	-9%	14	-7%	5%	3%	i
Cc1cccc(C(=O)Nc2cc(=O)n(C)c(=O)n2C)c1	9%	2	7%	23%	10	2%	0%	3%	+
O=C(CCNS(=O)(=O)c1cccc2nsnc12)NC1CCN(Cc2ccccc2)CC1	13%	6	6%	-4%	6	8%	-6%	2%	i
O=C(NC1CCCCCC1)c1cc(S(=O)(=O)N2CCC3(CC2)OCCO3)ccc1F	nt	0	4%	-5%	6	11%	0%	-6%	i	PMK inhibit pilot replicates=4.0;MK inhibit pilot replicates=19;DPM-DC inhibit pilot screen %=10
COc1ccc(C(C)=O)cc1COC(=O)c1ccc(S(=O)(=O)N2CCOCC2)cc1	7%	4	6%	21%	11	-4%	16%	2%	i
O=C(Nc1ccc(OC(=O)c2cccnc2)cc1)c1cccnc1	7%	5	11%	-20%	19	-11%	-9%	12%	i
CCOCCCNC(=O)C1CCN(C(=O)Nc2ccc(Cl)cc2)CC1	-1%	7	11%	-16%	9	2%	-9%	0%	i	PMK inhibit pilot replicates=1.5;MK inhibit pilot replicates=0.0;DPM-DC inhibit pilot screen %=0.0
O=C(CCc1nc(-c2ccccc2)no1)NCc1ccco1	nt	6	15%	16%	0	-8%	20%	7%	i
CCOC(=O)C1CCN(C(=O)Cc2c(C(=O)O)[nH]c3ccccc23)CC1	nt	3	4%	-13%	0	-13%	-2%	-12%	i
O=c1cc(-c2ccccc2)nc2n1Cc1ccccc1-2	nt	3	7%	-23%	6	-5%	-10%	nt	i
Cc1nnc(SCCCn2c(N3CCN(c4ccccc4)CC3)nc3c2c(=O)[nH]c(=O)n3C)s1	9%	6	1%	-12%	4	-8%	-10%	-2%	i
CC(C)C1NC2(C(=O)c3ccccc3C2=O)C2C(=O)N(c3ccc(F)cc3)C(=O)C12 (configuration not stated)	8%	12	4%	-2%	0	3%	7%	9%	i
Cc1ccc2[nH]c(=O)c(CN(Cc3cccs3)Cc3nnnn3Cc3ccccc3)cc2c1	1%	8	2%	30%	11	-8%	27%	-1%	i
O=C(Nc1nnc(-c2ccco2)o1)C1CCCCC1	-5%	7	6%	-1%	5	-1%	4%	-5%	i
CCCOC(=O)CCn1c(=S)oc2ccccc21	4%	10	7%	-14%	17	-3%	-20%	7%	i
CCC(C)(C)n1nnnc1C(c1ccc(OC)c(OC)c1)N1CCN(c2ccc(F)cc2)CC1 (configuration not stated)	16%	12	17%	-1%	7	-1%	3%	0%	i	PMK inhibit pilot replicates=2.0;MK inhibit pilot replicates=2.0;DPM-DC inhibit pilot screen %=0.0
COc1ccc(OC)c(-c2c[n+](=O)c3c(n2[O-])CCCC3)c1	nt	7	5%	-2%	15	-1%	-11%	-3%	i
CCCn1cnc2cc(NCc3cccc(OC)c3)ccc21	5%	8	4%	2%	9	2%	-7%	3%	i
COCC(C)n1c(C)cc(C(=O)COc2ccc(S(=O)(=O)N3CCOCC3)cc2Cl)c1C (configuration not stated)	11%	7	6%	1%	11	3%	-1%	-4%	i
Cn1c(SCc2nc3ccccc3c(=O)[nH]2)nnc1-c1ccco1	9%	7	20%	-4%	11	-4%	10%	10%	i	PMK inhibit pilot replicates=4.0;MK inhibit pilot replicates=0.0;DPM-DC inhibit pilot screen %=1.0
O=C(Nc1ccc(OCC(=O)N2CCN(S(=O)(=O)c3ccccc3)CC2)cc1)c1ccco1	7%	0	6%	-16%	17	-3%	-10%	-2%	i
C=CCn1cnc2c(c1=O)c1nc3ccccc3nc1n2/N=C/c1ccccn1	5%	7	0%	-14%	7	2%	-22%	3%	i
O=C(NCCOCC(F)(F)C(F)F)c1cc(F)c(F)cc1Cl	2%	6	5%	-16%	0	-3%	-10%	6%	i
CCCn1c(SCC(=O)Nc2cc(C)on2)nc2c1c(=O)n(C)c(=O)n2C	14%	13	10%	-9%	4	-4%	-3%	-3%	i	PMK inhibit pilot replicates=3.0;MK inhibit pilot replicates=2.0;DPM-DC inhibit pilot screen %=0.0
O=C(Nc1cccc2nsnc12)c1ccc2c(c1)OCCO2	5%	7	19%	-6%	10	-4%	-9%	-7%	i
O=C(NC1CC2CCC1C2)C1COc2ccccc2O1 (configuration not stated)	2%	1	19%	3%	0	3%	3%	-5%	i	PMK inhibit pilot replicates=6.5;MK inhibit pilot replicates=3.5;DPM-DC inhibit pilot screen %=0.0
COC(=O)c1cc(OC)c(OC)cc1NC(=O)Nc1ccc(OC)cc1OC	7%	7	8%	nt	0	-7%	nt	1%	i
CCCn1c(CN2CCN(C(=O)c3ccco3)CC2)nc2c1c(=O)n(C)c(=O)n2C	-4%	3	15%	-8%	10	-5%	-6%	1%	i

Fetched one by one from above (3):
SMILES	LYP phosphatase	MK inhibit	TNAP inhibition	HPDE-C7 viability	PMK inhibit	Bfl-1 displacement	HPDE-C7K KRASV12	HT1080 cytotoxicity	DPM-DC inhibit	others
O=C(CCc1nc(-c2ccccc2)no1)NCc1ccco1	nt	6	15%	16%	0	-8%	20%	7%	i
CCCn1cnc2cc(NCc3cccc(OC)c3)ccc21	5%	8	4%	2%	9	2%	-7%	3%	i
Cc1nnc(SCCCn2c(N3CCN(c4ccccc4)CC3)nc3c2c(=O)[nH]c(=O)n3C)s1	9%	6	1%	-12%	4	-8%	-10%	-2%	i
